Artemis endo inh: Artemis (human) endonuclease inhibition; 30,000 compounds, 0.78% hits; Q96SD1; recombinant Artemis, quenched FAM hairpin cleavage fluorescence; inhibition, % at 10 µM;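 active = at 10 µM dose, at least 30% inhibition, measured as corrected fluorescence normalized to stimulator and neutral control wells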
Target sequence (Q96SD1 whole entry, looked up): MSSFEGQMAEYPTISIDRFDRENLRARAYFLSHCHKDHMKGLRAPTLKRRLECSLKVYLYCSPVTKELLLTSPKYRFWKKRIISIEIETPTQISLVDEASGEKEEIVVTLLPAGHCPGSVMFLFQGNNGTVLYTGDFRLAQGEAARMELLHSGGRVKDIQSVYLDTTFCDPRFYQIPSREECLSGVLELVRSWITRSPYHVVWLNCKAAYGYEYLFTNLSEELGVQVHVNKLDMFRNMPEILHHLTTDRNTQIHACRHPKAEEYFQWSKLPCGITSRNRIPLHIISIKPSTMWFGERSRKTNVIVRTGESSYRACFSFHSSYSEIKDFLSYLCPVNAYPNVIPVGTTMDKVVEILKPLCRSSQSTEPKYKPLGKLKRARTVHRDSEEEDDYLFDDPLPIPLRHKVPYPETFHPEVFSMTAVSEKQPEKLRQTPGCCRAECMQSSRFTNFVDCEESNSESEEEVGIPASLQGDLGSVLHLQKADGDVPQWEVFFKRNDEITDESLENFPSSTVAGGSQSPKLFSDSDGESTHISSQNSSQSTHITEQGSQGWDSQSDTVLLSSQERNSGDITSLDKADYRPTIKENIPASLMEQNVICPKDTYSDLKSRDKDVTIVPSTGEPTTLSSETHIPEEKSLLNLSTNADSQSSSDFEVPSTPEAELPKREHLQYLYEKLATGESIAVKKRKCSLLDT
* = called active by the depositor. Some of the compounds tested; count on the stated rates, not on these rows.

Start of the data: the first 5 entries, to show the layout:
SMILES	Artemis endo inh
O=C(CN(CCc1ccccc1)C(=O)CNS(=O)(=O)c1ccccc1)NCC1CCCO1 (stereo unspecified)	-4
O=C(Nc1nc2ccccc2[nH]1)C12CC3CC(CC(C3)C1)C2	0
Cc1ccc(N2CC(C(=O)N/N=C/c3cccc([N+](=O)[O-])c3)CC2=O)cc1 (stereo unspecified)	-7
COc1ccc(Cl)cc1NC(=O)COC(=O)/C=C/c1c(C)nn(C2CCS(=O)(=O)C2)c1Cl (stereo unspecified)	-3
CCCCn1c(NCc2ccc3c(c2)OCO3)nc2ccccc21	-1

The listing, previewed entries included:
SMILES	Artemis endo inh
O=C(CN(CCc1ccccc1)C(=O)CNS(=O)(=O)c1ccccc1)NCC1CCCO1 (stereo unspecified)	-4
O=C(Nc1nc2ccccc2[nH]1)C12CC3CC(CC(C3)C1)C2	0
Cc1ccc(N2CC(C(=O)N/N=C/c3cccc([N+](=O)[O-])c3)CC2=O)cc1 (stereo unspecified)	-7
COc1ccc(Cl)cc1NC(=O)COC(=O)/C=C/c1c(C)nn(C2CCS(=O)(=O)C2)c1Cl (stereo unspecified)	-3
CCCCn1c(NCc2ccc3c(c2)OCO3)nc2ccccc21	-1
c1nc(N2CCOCC2)c2[nH]cnc2n1	-6
CCNS(=O)(=O)c1c(C)cc(N2CCCC2=O)cc1C	2
CCOC(=O)CNC(=O)CSc1nnc(COc2ccc(Cl)cc2)n1CC	-4
COc1cc(C2C=C(C34CC5CC(CC(C5)C3)C4)NC(=S)N2)cc(OC)c1OC (stereo unspecified)	4
COc1cc(-c2nc(S(=O)(=O)c3ccc(C)cc3)c(N3CCOCC3)o2)cc(OC)c1OC	11
O=C(Nc1cc(C(F)(F)F)ccc1N1CCCCC1)c1ccco1	2
O=C(COC(=O)C1COc2ccccc2O1)NC(=O)NC1CCCC1 (stereo unspecified)	17
O=C1CCC([N+](=O)[O-])C(c2ccc(Cl)cc2)N1 (stereo unspecified)	4
COc1ccccc1CNC(=O)CN(c1ccc(C)cc1)S(=O)(=O)c1c(C)n[nH]c1C	3
Cc1ccc(NC(=O)CC2C(=O)NC3CCCCC3N2C(=O)c2ccc(F)cc2)cc1C (stereo unspecified)	-5
CCCC(=O)Nc1ccc(C(=O)/C=C/c2ccc(SC)cc2)cc1	3
CCOc1ccc(-n2c(SCC(=O)Nc3ccc4c(c3)OCO4)nc3ccccc3c2=O)cc1	5
CCOC(=O)c1c(NC(=O)c2c(-c3ccccc3)noc2C)sc(C)c1-c1ccccc1	-5
CCCCNC(=S)NC(=O)c1ccc(Cl)cc1Cl	4
CCC1(C)Cc2c(sc3[nH]c(=S)n(Cc4ccccc4)c(=O)c23)CO1 (stereo unspecified)	3
CC(C)(Oc1ccc(Cl)cc1)C(=O)N1CCN(c2ccccn2)CC1	5
c1ccc(CSCc2cn3ccsc3n2)cc1	0
Cc1ccc(N(CC(=O)Nc2ccccc2C(=O)N2CCOCC2)S(C)(=O)=O)cc1	-5
COc1ccc(CC(=O)Nc2cccc(-c3csc(C)n3)c2)cc1	6
CCCc1n[nH]c2c1C(=O)CC(C)(C)C2	-4
Cc1cccc(C)c1OCC(O)CNS(=O)(=O)c1ccccc1C(=O)N1CCOCC1 (stereo unspecified)	-3
COC(=O)CN1C2(C#N)CCCCC2CC2CCCCC21C#N (stereo unspecified)	-6
c1cc(C2OCCN2CC2COC3(CCCC3)O2)ccn1 (stereo unspecified)	-6
COc1ccc(C(CC(=O)O)NC(C)=O)cc1OC (stereo unspecified)	4
COC(=O)CC1=C(C(=O)OC)C(c2ccncc2)C(C#N)=C(N)O1 (stereo unspecified)	5
Cn1c(=O)c(C(=O)CSc2nnc(Nc3ccccc3)s2)c(N)n(Cc2ccccc2)c1=O	12
CCOc1ccc2[nH]c(=O)c(CN(CCO)C(c3nnnn3C3CCCCC3)C(C)C)cc2c1 (stereo unspecified)	7
CCOC(=O)c1[nH]c(C)c(C(=O)NC(C)(C)C)c1C	-11
O=C(c1c[nH]c2ccccc12)C(O)C(c1ccccc1)N1CCOCC1 (stereo unspecified)	-3
Cc1nc2c(C)cccn2c1/C(O)=C1\C(=O)C(=O)N(CCN2CCOCC2)C1c1ccncc1 (stereo unspecified)	-6
Cc1cc(C)c2cc(C#N)c(SCC(=O)NCC3CCCO3)nc2c1 (stereo unspecified)	-2
NC(=O)CSc1nnc(Cc2csc(Nc3ccc(F)cc3)n2)n1Cc1ccccc1	0
CN1CCN(C(=O)c2ccc(S(=O)(=O)c3ccc(Br)cc3)cc2)CC1	-2
COc1cc(/C=N\NC(=O)c2sc(N)nc2C)cc(OC)c1OC	3
Nc1ccc(N2CCN(C(=O)c3cccs3)CC2)cc1	19
CCOC(=O)c1[nH]c(C)c(/C(O)=C2\C(=O)C(=O)N(CCCn3ccnc3)C2c2ccncc2)c1C (stereo unspecified)	-1
O=C(O)C1CC(=O)N(c2ccc(OCc3c(F)cccc3Cl)cc2)C1 (stereo unspecified)	1
CCOC(=O)c1sc(=S)n(-c2ccccc2OC)c1N	3
COc1cc(C=O)c(Br)cc1OC1CCCC1	-12
O=C1CCSc2ccc(Cl)cc2N1Cc1ccccc1	6
Cc1nc2ccccn2c1/C(O)=C1\C(=O)C(=O)N(CCCn2ccnc2)C1c1ccncc1 (stereo unspecified)	3
Cc1nnc(NC(=O)c2ccccc2Br)s1	-2
CC(C)(C)n1nnnc1C(c1cccs1)N1CCCc2ccccc21 (stereo unspecified)	0
COC(=O)c1ccccc1NC(=O)c1ccc(COc2cc(C)cc(C)c2)o1	0
CCCCOc1ccc(CSC(=N)N)cc1[N+](=O)[O-]	-4
Cc1c(C(=O)NCCC2=CCCCC2)cccc1[N+](=O)[O-]	1
CSCC[C@H](NC(=O)NCc1ccccc1F)C(=O)O	2
CCOCCCNC(=O)c1ccccc1SC	4
CCOc1ccc(CCNC(=O)CN2CCN(Cc3ccccc3C)C2=O)cc1OCC	-1
CC(C)(C)NS(=O)(=O)c1cnc(Cl)c(Cl)c1	-4
CCOC(=O)C1=C(N)Oc2cc(C)oc(=O)c2C1c1cccnc1 (stereo unspecified)	-3
COc1ccc(NC(=O)C(CC(C)C)NC(=O)c2ccccc2C)cn1 (stereo unspecified)	1
Cc1cccc(NC(=O)CSc2ncnc3nc[nH]c23)c1	0
COc1ccc2[nH]c(=O)c(CN(CCO)C(=O)c3ccccc3F)cc2c1	15
O=C(Nc1ccc(F)cc1F)c1cc2n(n1)C(C(F)(F)F)C1CCCCC1N2 (stereo unspecified)	-8

Part of the list above in order of length of the SMILES, descending.
SMILES	Artemis endo inh
Cc1nc2ccccn2c1/C(O)=C1\C(=O)C(=O)N(CCCn2ccnc2)C1c1ccncc1 (stereo unspecified)	3
Cc1c(C(=O)NCCC2=CCCCC2)cccc1[N+](=O)[O-]	1
Cc1nnc(NC(=O)c2ccccc2Br)s1	-2

Individual results from the entries so far.
COC(=O)c1ccccc1NC(=O)c1ccc(COc2cc(C)cc(C)c2)o1 @ Artemis endo inh = 0
CSCC[C@H](NC(=O)NCc1ccccc1F)C(=O)O @ Artemis endo inh = 2

The list continues.
SMILES	Artemis endo inh
COc1ccc(CC(=O)Nc2ccc(-c3cn4ccccc4n3)cc2)cc1OC	-9
COc1ccc(-c2c(C#N)c(N)nc3c2c(=O)n(C)c(=O)n3C)cc1	-5
COC(=O)CCCCCc1ccc(C(C)=O)s1	3
CS(=O)(=O)Nc1cccc2cccnc12	-7
FC(F)(F)c1cc(-c2cccs2)nc(N2CCOCC2)n1	-4
Cc1nc(OCC(=O)c2ccc(Cl)cc2)c(C#N)c2c1COC(C)(C)C2	6
FC(F)(F)c1cc(C(F)(F)F)c2ccc(N/N=C/c3ccccc3)nc2n1	4
COc1cccc(C(=O)Nc2cnc(NC(=O)c3ccco3)cc2C)c1	3
N#Cc1c(-c2ccco2)cc(-c2ccc(F)cc2)nc1N	15
O=C(/C=C/c1ccco1)Nc1ccc(Oc2ccc(Cl)cc2)cc1	0
COc1ccc(-c2cc(C(F)F)n3ncc(C(=O)NCC4CCCO4)c3n2)cc1 (stereo unspecified)	-10
COc1ccc(/C=N\NC(=O)c2sc(N)nc2C)cc1OC	3
CC1CCc2nc(N)c(C#N)c(-c3cccn3C)c2C1 (stereo unspecified)	-3
N#C/C(C(=O)Oc1ccccc1)=C1\C=CC=CN1	-7
CC1CC(N(C(=O)c2ccccc2Cl)c2ccccc2)c2ccccc2N1 (stereo unspecified)	2
c1csc(-c2cnc3n2CCCC3)c1	-2
O=S(=O)(NC1CCCc2ccccc21)c1cnc[nH]1 (stereo unspecified)	3
Cc1cc(=O)oc2ccc(OC(=O)c3cccc(S(=O)(=O)N4CCOCC4)c3)cc12	-6
COc1ccc(C2=CC(c3ccc(Cl)cc3)n3cnnc3N2)cc1OC (stereo unspecified)	7
CCC(C)(C)NC(=O)C(c1cccnc1)N(CCOC)C(=O)Cn1nnc2ccccc21 (stereo unspecified)	-2
COCCNC(=O)CC(NS(=O)(=O)c1ccc(C)cc1)c1ccco1 (stereo unspecified)	-8
CCCNc1nc(C)c(C(C)=O)cc1C#N	-5
CCOC(=O)c1sc(Nc2ccccc2)nc1C	-3
Cc1cccn2cc(CNC(=O)c3ccco3)nc12	0
CC12CCC(C(=O)N(CSC(=S)N/N=C\c3ccccc3Cl)C1=O)C2(C)C (stereo unspecified)	6
COc1ccc(C(=O)/C=C/c2cccs2)c(OC(=O)c2cccc([N+](=O)[O-])c2)c1	0
COc1ccc(/C=C2\SC(=NCc3ccccc3)N(Cc3ccccc3)C2=O)cc1OC	-1
COc1ccc(CN(C(=S)Nc2ccccc2)C2CC(=O)N(c3ccc(F)cc3)C2=O)cc1 (stereo unspecified)	-10
CC(C)c1ccc(NC(=O)COC(=O)C2=COCCO2)cc1	11
COc1ccc(CN(C(=O)CSc2nnc(-c3c[nH]c4ccccc34)o2)c2ccc(F)cc2)cc1OC	14
C=CCN1C(=O)c2ccccc2Sc2ccc(C(=O)N3CCN(C)CC3)cc21	0
Cc1cc(NC(=O)C2CCCC2)nc2c1c(=O)oc1ccccc12	9
Cc1ccc(NC(=O)/C(=C/c2ccco2)c2ccccc2)c(C)c1	3
CCn1nnnc1SCC(=O)Nc1ccc2c(c1)OCO2	-1
Cc1c(NC(=O)c2ccccc2)c(=O)n(-c2ccccc2)n1C	-4
CCn1c(SCC(=O)N2CC(=O)Nc3ccccc32)nnc1-c1ccoc1C	-6
COc1ccc(Br)cc1CNC(=O)CCc1nc(-c2ccc(C)cc2)no1	-2
Cc1ccc(S(=O)(=O)N/N=C/c2cn(C)nc2C)cc1	6
CN(C1CCCCC1)S(=O)(=O)c1ccc(NC(=O)CCC(=O)O)cc1	1
COc1ccc(NS(=O)(=O)c2ccc(NC(=O)C(C)(C(F)(F)F)C(F)(F)F)cc2)nn1	-9
COc1cc(CN2CCN(C(=O)CC(C)C)CC2)cc(OC)c1OC	-3
Cc1cc(=O)n2[nH]c(C)c(-c3ccccc3)c2n1	-4
CC(=O)c1ccc(OCC(O)CN(C)Cc2cccs2)cc1 (stereo unspecified)	-4
CCCC(=O)Nc1ccc(C)c(O)c1	2
O=C(c1cnn2c(C(F)(F)F)cc(-c3ccc(Br)cc3)nc12)N1CCOCC1	0
O=c1cc(Cl)[nH]c(=O)n1CCNc1ncc(C(F)(F)F)cc1Cl	6
Cc1cc(C)c(C)c(S(=O)(=O)N2CCN(CC(=O)NC(=O)NCc3ccccc3)CC2)c1C	2
COc1cc(C(=O)O/N=C2\CCCc3c2ccc(OC)c3[N+](=O)[O-])cc(OC)c1OC	-1
CCc1nc(NC(C)C)c2oc3ccccc3c2n1	2
Cc1cc(-c2ccc(Cl)s2)n[nH]1	-9
Cc1ccc(NS(=O)(=O)c2cc(C(=O)N3CCN(C)CC3)ccc2C)cc1	0
CCOc1c(N2CCCCC2)c(=O)c1=O	-4
COc1ccc(N2CCN(C(=O)CNC(=O)c3ccc(C(C)(C)C)cc3)CC2)cc1	-6
COc1ccc(-c2noc(CCC(=O)NCC3CCN(Cc4cccc(C)c4)CC3)n2)cc1	-2
O=C(CCN1C(=O)C2C3C=CC(C3)C2C1=O)NCCN1CCCc2ccccc21 (stereo unspecified)	-8
Nc1ncnc(Nc2ccccc2C(F)(F)F)n1	-3
CCOC(=O)C1/C(=N\O)CC(C)(O)C(C(=O)OCC)C1c1ccc(N(C)C)cc1 (stereo unspecified)	-4
OC(COc1ccc(Br)cc1)CN1CCOCC1 (stereo unspecified)	-3
COc1ccc(N2CCN(C(=O)Nc3cccc(C(F)(F)F)c3)CC2)cc1	5
CCn1c(SCC(=O)Nc2nc(C)cs2)nnc1C(NC(=O)c1ccccc1Cl)C(C)C (stereo unspecified)	4

Rewritten field by field: three of the compounds above.
structure: CCOC(=O)C1/C(=N\O)CC(C)(O)C(C(=O)OCC)C1c1ccc(N(C)C)cc1 (stereo unspecified)
  Artemis endo inh = -4
structure: O=C(CCN1C(=O)C2C3C=CC(C3)C2C1=O)NCCN1CCCc2ccccc21 (stereo unspecified)
  Artemis endo inh = -8
structure: Nc1ncnc(Nc2ccccc2C(F)(F)F)n1
  Artemis endo inh = -3

Continued.
SMILES	Artemis endo inh
Cc1cccc(-n2nnnc2SCc2csc(-c3ccccc3)n2)c1	8
CC(=O)NC1(C(F)(F)F)C(=O)Nc2c1c(=O)[nH]c(=O)n2Cc1ccco1 (stereo unspecified)	-6
Brc1ccc(-n2cccc2/C=N/n2cnnc2)cc1	-2
c1ccc(C(c2c[nH]c3ccccc23)c2c[nH]c3ccccc23)nc1	-3
COc1cccc(NC(=O)C2C3C=CC4(O3)C2C(=O)N(C(C)C)C4C(=O)NC2CCCCC2C)c1 (stereo unspecified)	0
Cc1ccc(NC(=O)CN2C(=O)S/C(=C\c3cccn3-c3cccc(C(=O)O)c3)C2=O)c(C)c1	32*

Assay outcomes from PubChem BioAssay.
